# Screening results as filed in PubChem.
# 14-3-3g Raf = modulators of human 14-3-3 gamma - Raf peptide interaction. P61981. FP, 14-3-3gamma / TMR-pS259-Raf peptide binding. inhibition, % at 40 µM. hit rate 0.19% among 160,000. AID 422; in the data active = inhibition above about 30%;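 note: 0% = protein plus tracer without compound and 100% = blank with tracer alone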
# Target sequence (P61981 whole entry, looked up): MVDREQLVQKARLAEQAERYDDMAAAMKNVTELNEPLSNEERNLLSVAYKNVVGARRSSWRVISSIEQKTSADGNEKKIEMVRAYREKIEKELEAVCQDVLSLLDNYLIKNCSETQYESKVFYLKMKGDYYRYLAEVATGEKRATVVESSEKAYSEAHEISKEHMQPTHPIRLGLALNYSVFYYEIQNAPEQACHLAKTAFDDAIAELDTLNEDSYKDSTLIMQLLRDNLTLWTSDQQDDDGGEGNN
# * marks the source's active call; other numbers are inactive results; & = joins results of further samples. This is a subset. The share of hits here may be higher or lower than overall.
no. | 14-3-3g Raf | SMILES
1 | 1 | NC(=O)c1sc2nccc(Nc3ccccc3)c2c1N
2 | -6 | COc1ccccc1-c1csc(NC(=O)c2cccs2)n1
3 | -17 | CC1=C(C#N)C(c2cccnc2)C2=C(CC(C)(C)CC2=O)N1 (configuration not stated)
4 | 0 | CC(=O)Nc1ccc(C(=O)CC2(O)C(=O)N(C)c3ccccc32)cc1 (configuration not stated)
5 | 0 | O=C(Nc1cc([N+](=O)[O-])ccc1C(=O)Nc1cccnc1)c1ccccc1
6 | -2&3 | COc1cc(NC(=O)c2ccc3c(c2)OCO3)c2ncccc2c1
7 | -6 | Cc1cc(C)c(OCC(=O)Nc2cccc(O)c2)cc1C
8 | -7 | CCCn1c(NCc2ccc(N(C)C)cc2)nc2ccccc21
9 | 2 | CC[C@H](C)C(=O)O[C@H]1C[C@@H](C)C=C2C=C[C@H](C)[C@H](CC[C@@H]3C[C@@H](O)CC(=O)O3)[C@H]21
10 | 4 | CCOC(=O)CN1C(=O)C(O)(CC(=O)c2cccc([N+](=O)[O-])c2)c2ccccc21 (configuration not stated)
11 | 2 | COc1cccc(NC(=O)N2CCC(C(N)=O)(N3CCCCC3)CC2)c1
12 | 8 | CCCCCn1c(=O)[nH]c2cc(C(=O)NCCN3CCOCC3)ccc2c1=O
13 | -13 | Cc1ccc(-n2nc3cc(C)c(NC(=O)c4ccccc4I)cc3n2)cc1
14 | -3 | OCCNC1=NCCN1
15 | -2 | Cc1ccc(C)c(N2CCN(C(=O)c3ccc4c(=O)n(CCc5ccccc5)c(=O)[nH]c4c3)CC2)c1
16 | -3 | COc1ccccc1NC(=O)c1cc2ccccc2o/c1=N\O
17 | -2 | O=C(C(=O)c1ccc(F)cc1)c1ccccc1
18 | 2 | CCOC(=O)c1c(C)oc2cc(Br)c(OCc3ccc(C)cc3)cc12
19 | -7 | CCC(=O)N1c2ccccc2NC2=C(C(=O)CC(c3ccccc3)C2)C1c1ccc(N(C)C)cc1 (configuration not stated)
20 | -2 | CCOc1ccccc1OCCCC(=O)Nc1ccc(OC)nc1
21 | -6 | COCc1nc(-c2cc(Br)ccc2OC)no1
22 | -12 | Cc1ccc(C2=NC3C(=O)NC(=O)NC3=N2)cc1 (configuration not stated)
23 | 3 | COc1cc(NC(=O)CCN2CCC(C(N)=O)CC2)cc(OC)c1
24 | 0 | CCSc1nc2c(c(=O)n(C)c(=O)n2C)n1Cc1ccc(F)cc1
25 | -5 | COc1cc(NC(=O)c2ccco2)c(OC)cc1NC(=O)CSc1nnc(-c2cccs2)n1C
26 | -3 | Cc1ccc(CCNC(=O)CSCc2ccc(F)cc2)cc1
27 | -35 | COc1ccc(NC(=O)c2cc3cc4ccc(OC)cc4nc3s2)c(OC)c1
28 | -6 | O=C(CN1C(=O)C2CC=CCC2C1=O)N1CCN(Cc2ccccc2)CC1 (configuration not stated)
29 | -17 | COc1ccc(C(=O)NCCc2nc3ccccc3n2Cc2ccccc2C)cc1OC
30 | -56 | COC(=O)c1ccc(NC(=O)c2cc(-c3ccc(C)o3)nc3ccccc23)cc1

# 5 structures already listed, sorted by formula weight, ascending.
no. | 14-3-3g Raf | SMILES
23 | 3 | COc1cc(NC(=O)CCN2CCC(C(N)=O)CC2)cc(OC)c1
5 | 0 | O=C(Nc1cc([N+](=O)[O-])ccc1C(=O)Nc1cccnc1)c1ccccc1
18 | 2 | CCOC(=O)c1c(C)oc2cc(Br)c(OCc3ccc(C)cc3)cc12
19 | -7 | CCC(=O)N1c2ccccc2NC2=C(C(=O)CC(c3ccccc3)C2)C1c1ccc(N(C)C)cc1 (configuration not stated)
15 | -2 | Cc1ccc(C)c(N2CCN(C(=O)c3ccc4c(=O)n(CCc5ccccc5)c(=O)[nH]c4c3)CC2)c1

# Additional entries follow:
no. | 14-3-3g Raf | SMILES
31 | -12 | CC(=O)Oc1cccc(N2C(=O)c3ccc(Oc4cccc(N)c4)cc3C2=O)c1
32 | -19 | C=CCOC(=O)C1=C(C)NC2=C(C(=O)CCC2)C1c1ccccc1OCCCC (configuration not stated)
33 | -6 | CC1(C)C(=O)OC(C(=O)c2ccc(C(C)(C)C)cc2)C(C)(C)C1=O (configuration not stated)
34 | 6 | COc1ccccc1NC(=O)CN1CCN(CC(=O)Nc2cccc(C(F)(F)F)c2)CC1
35 | -6 | Cc1ccc(Nc2c(-c3ccsc3)nc3ccc(Cl)cn23)cc1
36 | 0 | CCSCCOC(=O)C1=C(C)NC2=C(C(=O)CC(C)(C)C2)C1c1ccc(CC)cc1 (configuration not stated)
37 | 7 | CCOc1ccc(C2=Nn3c(nnc3-c3ccccc3OC)SC2)cc1
38 | 2 | Cc1ccc(CCNC(=O)c2cnn3c(C)c(Cc4c(C)cc(C)cc4C)c(C)nc23)cc1
39 | -12 | Cc1ccc(O)c(NC(=O)c2noc3c2CCC3)c1
40 | 2 | O=C(CN1C(=O)C2C3C=CC(C3)C2C1=O)Nc1ccc(C(=O)O)cc1 (configuration not stated)
41 | -7 | CCc1ccccc1N1C(=O)CN(Cc2cc(OC)c(OC)c(OC)c2)C1=S
42 | -6 | CCC(C)NC(=O)c1ccccc1NS(=O)(=O)c1ccc(OC)c(OC)c1 (configuration not stated)
43 | -13 | COc1ccc(-n2c(=O)c3cc4c(=O)n(-c5ccc(OC)cc5[N+](=O)[O-])c(=O)c4cc3c2=O)c([N+](=O)[O-])c1
44 | -3 | COc1cccc(C2=NC(c3ccc(Br)cc3)NC(c3ccccc3O)C2)c1 (configuration not stated)
45 | 6 | CCn1c(C)nnc1SCc1ccccc1
46 | 1 | COCCn1c(=S)[nH]c2cc(C(=O)NCc3ccccc3OC)ccc2c1=O
47 | -6 | Cc1ccc(S(=O)(=O)NC(C)C2C3CC4CC(C3)CC2C4)cc1 (configuration not stated)
48 | -6 | CC1(C)Cc2c(c(N3CCOCC3)nc3sc(C#N)c(N)c23)CS1
49 | -1 | Cn1c(=O)c2[nH]c(C3CCCC3)nc2n(C)c1=O
50 | -2 | COCCNC(=O)Cn1cnc2sc(C)cc2c1=O
51 | -11 | COc1ccc2c(c1OC)C(=O)N1c3ccccc3C(=O)N(c3ccccc3)C21 (configuration not stated)
52 | -4 | Cc1ccc(C#N)c(SC(C)(C)C(=O)O)n1
53 | -7&-3 | CCOc1ccccc1NC(=O)CC1Nc2ccccc2NC1=O (configuration not stated)
54 | -9 | Cc1ccc(C)c(C(=O)N(Cc2nc(-c3ccc(Cl)cc3)no2)C(C)C)c1
55 | -6 | CCOC(=O)CCc1c(C)c2ccc(OCC(=O)N(CC)CC)c(C)c2oc1=O
56 | -3 | CSc1ccccc1N1C(=O)C2C3CCC(C3)C2C1=O (configuration not stated)
57 | -15 | Cc1ccc(CC2CC(=O)N(Cc3ccco3)C2=O)cc1 (configuration not stated)
58 | 3 | CCOc1ccc(-c2nnc(-c3ccc4c(c3)OCO4)o2)cc1
59 | 0 | Cc1ccc2nc(-c3cccs3)c(Nc3ccccc3C)n2c1
60 | -5 | N#CC1(c2c(O)nc3n(c2=O)CCCS3)CCCCC1
61 | 0 | CCc1[nH]nc2c1C1(CCN(C(=O)OCc3ccccc3)CC1)C(C#N)=C(N)O2
62 | -4 | CCC(=O)N1c2ccccc2NC2=C(C(=O)CCC2)C1c1ccccc1Cl (configuration not stated)
63 | -3 | CCOc1ccc(NC(=O)c2cc3cc(OC)ccc3oc2=O)cc1
64 | -17 | CN1C=CC=C/C1=C\c1cc[n+](C)cc1
65 | -9 | O=C(O)c1ccccc1N1C(=O)c2ccc(Oc3cccc([N+](=O)[O-])c3)cc2C1=O
66 | 7 | COc1ccc(C2CC(=O)C3=C(C2)Nc2ccccc2NC3c2cccc3ccccc23)cc1 (configuration not stated)
67 | -7 | Cc1ccc(NC(=O)Cc2c(C(=O)O)[nH]c3ccccc23)cc1F
68 | 12 | O=C1c2cccc([N+](=O)[O-])c2C(=O)N1c1ccc([N+](=O)[O-])cc1
69 | -17 | CC(C)(C)NC(=O)C(c1ccccc1)N(C(=O)c1csnn1)C1CC1 (configuration not stated)
70 | 1 | CN(C)Cc1c(O)ccc2[nH]cnc12
71 | -6 | CCN(CC)S(=O)(=O)c1ccc2c(c1)nc(CCC(=O)OCc1c(C)noc1C)n2C
72 | -3&-9 | CC(C)(C)C(=O)Cn1c(=O)n(CC2CCCO2)c(=O)c2ccccc21 (configuration not stated)
73 | -19 | O=C(O)c1ccc(N=c2oc3cc(O)ccc3cc2C(=O)NCc2ccccc2)cc1
74 | -70 | O=C(CSc1oc(-c2cccs2)nc1S(=O)(=O)c1ccc(F)cc1)Nc1ccc(F)cc1
75 | -2 | c1ccc2c(c1)nc1n2CCNC1
76 | -1 | Cc1c(C#N)c2ccccc2n1CC(=O)NCCc1c[nH]c2ccccc12
77 | 1 | N#CCCSc1ccccc1NC(=O)c1ccc(S(=O)(=O)N2CCCc3ccccc32)cc1
78 | 0 | O=C1Nc2c(S(=O)(=O)Nc3ccccc3)cc(S(=O)(=O)Nc3ccccc3)c3cccc1c23
79 | 2 | N#Cc1nc(COc2ccc(Br)cc2)oc1N1CCCCCC1
80 | -7 | CCOc1ccccc1Nc1nc(-c2c(C)nc3sccn23)cs1
81 | 7 | CC(C)(C)NC(=O)CSc1nnc(NC(=O)CCn2cnc3ccccc3c2=O)s1
82 | -5 | Cc1ccc(C)c(CSc2nc3ccsc3c(=O)n2Cc2ccc3c(c2)OCO3)c1
83 | -1 | Cc1cc(NC(=O)Cn2c(=O)n(-c3ccc(F)cc3)c(=O)c3sccc32)n[nH]1
84 | -5 | CCOc1ccc(C(=O)Nc2c3c(nn2C(C)(C)C)CSC3)cc1OCC
85 | -3 | COC(=O)C1=C(NC(=O)NC(=O)N(c2ccccc2)S(C)(=O)=O)CCS1
86 | -11 | CC1CCc2ccccc2N1S(=O)(=O)c1cccs1 (configuration not stated)
87 | 3 | COc1ccc(-c2nc(SCC(=O)NCc3ccc(F)cc3)c3c(=O)n(C)c(=O)n(C)c3n2)cc1
88 | -1 | O=C(NCc1ccccc1)c1cc(=O)[nH]c2ccc(S(=O)(=O)N3CCCCCC3)cc12
89 | -9 | COc1ccc(S(=O)(=O)Nc2ccc(S(=O)(=O)N3CCCCC3)cc2)cc1OC
90 | -7 | CCOc1cc(OCC)cc(C(=O)N2CCN(c3ccc([N+](=O)[O-])cc3)CC2)c1

# Additional records.
no. | 14-3-3g Raf | SMILES
91 | -7 | CC(=O)Nc1ccc(NC(=O)c2cc(C)nn2-c2ccccc2)cc1
92 | 1 | COC(=O)C1=C(C)NC(=O)NC1c1ccc([N+](=O)[O-])cc1 (configuration not stated)
93 | -36 | CCC(=O)Nc1cc(C(=O)NC(C)CC)ccc1S(=O)(=O)c1ccc(C)cc1 (configuration not stated)
94 | -19 | O=C(Cc1ccccc1)Nc1cccc(N2CCCC2)c1
95 | -1 | Cc1ccc2oc(Nc3nc(C)cc(C)n3)nc2c1
96 | -3 | Cn1cc(Cl)nc1C(O)c1ccccc1 (configuration not stated)
97 | -3 | CCC1CCCCN1CCCn1c(=S)[nH]c2ccccc2c1=O (configuration not stated)
98 | 2 | CCCOc1cccc(C2C3=C(CC(C)(C)CC3=O)Nc3ccccc3N2C(C)=O)c1 (configuration not stated)
99 | -11 | CN(C)c1ccc(N=Cc2ccco2)cc1
100 | -5 | CCCCOC(=O)C1=C(C)NC2=C(C(=O)CCC2)C1c1ccccc1OCC (configuration not stated)
101 | -11 | COC(=O)c1c(NC(=O)CSc2nnc3sc4ccccc4n23)sc(C)c1C
102 | -19 | CCN(CC)c1ccc(C2C(C(=O)Nc3ccccc3F)=C(C)NC3=C2C(=O)CCC3)cc1 (configuration not stated)
103 | -5 | Cc1cc(NC(=O)CSc2nc3c(sc4ccccc43)c(=O)n2CCc2ccccc2)n[nH]1

# Sorted by number of heavy atoms (descending): part of the list above
no. | 14-3-3g Raf | SMILES
43 | -13 | COc1ccc(-n2c(=O)c3cc4c(=O)n(-c5ccc(OC)cc5[N+](=O)[O-])c(=O)c4cc3c2=O)c([N+](=O)[O-])c1
15 | -2 | Cc1ccc(C)c(N2CCN(C(=O)c3ccc4c(=O)n(CCc5ccccc5)c(=O)[nH]c4c3)CC2)c1
87 | 3 | COc1ccc(-c2nc(SCC(=O)NCc3ccc(F)cc3)c3c(=O)n(C)c(=O)n(C)c3n2)cc1
25 | -5 | COc1cc(NC(=O)c2ccco2)c(OC)cc1NC(=O)CSc1nnc(-c2cccs2)n1C
78 | 0 | O=C1Nc2c(S(=O)(=O)Nc3ccccc3)cc(S(=O)(=O)Nc3ccccc3)c3cccc1c23
29 | -17 | COc1ccc(C(=O)NCCc2nc3ccccc3n2Cc2ccccc2C)cc1OC
88 | -1 | O=C(NCc1ccccc1)c1cc(=O)[nH]c2ccc(S(=O)(=O)N3CCCCCC3)cc12
81 | 7 | CC(C)(C)NC(=O)CSc1nnc(NC(=O)CCn2cnc3ccccc3c2=O)s1
55 | -6 | CCOC(=O)CCc1c(C)c2ccc(OCC(=O)N(CC)CC)c(C)c2oc1=O
41 | -7 | CCc1ccccc1N1C(=O)CN(Cc2cc(OC)c(OC)c(OC)c2)C1=S
5 | 0 | O=C(Nc1cc([N+](=O)[O-])ccc1C(=O)Nc1cccnc1)c1ccccc1
37 | 7 | CCOc1ccc(C2=Nn3c(nnc3-c3ccccc3OC)SC2)cc1
69 | -17 | CC(C)(C)NC(=O)C(c1ccccc1)N(C(=O)c1csnn1)C1CC1 (configuration not stated)
53 | -7&-3 | CCOc1ccccc1NC(=O)CC1Nc2ccccc2NC1=O (configuration not stated)
47 | -6 | Cc1ccc(S(=O)(=O)NC(C)C2C3CC4CC(C3)CC2C4)cc1 (configuration not stated)
3 | -17 | CC1=C(C#N)C(c2cccnc2)C2=C(CC(C)(C)CC2=O)N1 (configuration not stated)
94 | -19 | O=C(Cc1ccccc1)Nc1cccc(N2CCCC2)c1
56 | -3 | CSc1ccccc1N1C(=O)C2C3CCC(C3)C2C1=O (configuration not stated)
95 | -1 | Cc1ccc2oc(Nc3nc(C)cc(C)n3)nc2c1
49 | -1 | Cn1c(=O)c2[nH]c(C3CCCC3)nc2n(C)c1=O
21 | -6 | COCc1nc(-c2cc(Br)ccc2OC)no1
45 | 6 | CCn1c(C)nnc1SCc1ccccc1
64 | -17 | CN1C=CC=C/C1=C\c1cc[n+](C)cc1
70 | 1 | CN(C)Cc1c(O)ccc2[nH]cnc12
75 | -2 | c1ccc2c(c1)nc1n2CCNC1
14 | -3 | OCCNC1=NCCN1
